High-throughput results as filed in PubChem BioAssay.
Insulin prom up – insulin promoter activators in MIN6 cells, imaging, high-content screening, mouse beta cells; MIN6 insulin promoter-GFP reporter; stronger effect = higher value; z-score at 5 µM; actives 0.3% (n = 190,000);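 active = z-score above 3 at 5 µM with at least 500 cells counted in the well; inconclusive = wells under 500 cells, flagged as cytotoxic or low count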
Lipid droplet – inhibitors of hepatocyte lipid droplet formation, primary screen, imaging, high-throughput imaging, BODIPY stain; actives 0.4% (n = 240,000); inhibition, % at 6.5 µM; AML12 mouse hepatocytes, oleate lipid droplets;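 active = lipid droplet intensity inhibited by at least 50%, with more than 500 cells counted; inconclusive = wells with under 300 cells, treated as cytotoxic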
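Material – mouse AML12 hepatocyte cell line, fixed after treatment · Compound dosing – one dose, 6.5 µM compound · Times – compound with oleate, overnight · Measured by – Image-based BODIPY and DAPI two-channel analysis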
Autophagy HCS – autophagy modulators in MEF cells, primary screen, imaging, high-content, MEF GFP-LC3; MEF GFP-LC3 puncta imaging; test concentration mostly 10 µM; calls only at 10 µM (by protocol); actives 0.98% (n = 190,000);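 active = percentage of spot-positive cells more than 3 SD above its plate mean, without a fluorescence outlier flag or 80% toxicity; inconclusive = no clear call, values can overlap the other calls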;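 note: spot-positive cell cutoff set from DMSO-treated cells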
WT yeast gro inh – growth inhibition of WT strain, primary screen, mitochondrial fusion inhibitor project, WT and mutant strains, chemical genetic. mitochondrial fusion phenotypic screen. inhibition, % at 10 µM. actives 2.1% (n = 190,000); in the data active = inhibition above about 58%; tested in S. cerevisiae
bCat nuc transl – modulators of beta-catenin nuclear translocation, primary screen, imaging, HeLa cells, immunofluorescence, high-content; actives 0.3% (n = 190,000); nuclear translocation activity, % at 5 µM;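 active = nuclear translocation activity above 50% at 5 µM, with a well cell count of 50 or more; inconclusive = wells under 50 cells across six images, flagged as toxic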;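 note: per-cell ratio of nuclear to cytoplasmic median beta-catenin stain intensity; plate controls were DMSO negative control for no effect and GSK-3 inhibitor IX positive control for full effect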
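Signal – beta-catenin immunofluorescence imaging with DAPI · Test system – human HeLa cell line · Dosing – 5 µM primary single dose, 0.1% DMSO, 0.02–20 µM confirmation series · Measure – % activation, nuclear-to-cytoplasmic median beta-catenin signal ratio per cell · Incubation – 24 h compound exposure at 37°C, 5% CO2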
West Nile virus CPE – West Nile virus antiviral activity, cell-based, CPE readout (AID 1621). West Nile virus-infected cells, CPE inhibition; higher % means a stronger effect. CPE inhibition, % at 10 µM; hits with a dose series show IC50 in µM. actives 0.02% (n = 290,000); in the data active = a potency from the dose series; inconclusive = CPE inhibition mostly from about 3.7% at the one dose, without a potency; inactive = the rest, 99 in 100 with CPE inhibition below about 2.2%; note: strong numbers were not always called active
T cell HTS – modulators of CD8 T cell-vesicle binding, primary screen, mouse 2C CD8+ T cells, flow cytometry; 2C CD8+ T cell-vesicle binding; stronger effect = lower value; actives 0.068% (n = 330,000); AID 2052, 2009; calls only at 7 µM;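 active = response, share of CD8 T cells binding vesicles, and their 90th percentile fluorescence all below set limits, cut at about 80% in these data, passing the limit was not always enough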
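Test system: purified 2C TCR transgenic mouse naive CD8+ T cells. Probe or stimulus: QL9-peptide-loaded Drosophila micro-vesicles bearing Ld, ICAM-1 and B7-1. Incubation: binding step 1.5 h, 37 °C, antibody labelling 20 min, ice. Measured by: flow cytometry of vesicle-bound cells.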
Myeloid diff 2 – induction of myeloid progenitor differentiation, primary screen, cell-based, flow cytometry, MLPCN library | ER-HoxA9 myeloid progenitors, lysozyme-GFP differentiation | calls only at 10 µM | actives 1% (n = 360,000) | AID 624256, 2012;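 active = normalized GFP-positive differentiation at or above the plate's own cutoff, the solvent-only control mean plus 3 SD; inconclusive = no clear call, values can overlap the other calls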;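 note: cells exposed to compound for four days before flow analysis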
MT stabilize HCS – microtubule stabilizers in HeLa cells, primary screen, imaging, high-content imaging | AID 2205, 2009 | HeLa tubulin immunostaining HCS, 24 h; share of cells brighter than vehicle mean+2SD | % tubulin-high responders, % at 10 µM | actives 0.83% (n = 200,000);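 active = plate Z-score above 3 for both tubulin-high and condensed-nucleus cell shares, with cell loss under 80%, at 10 µM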;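 note: anti alpha tubulin signal scored within the nucleus-defined area of each cell; some results filed as inactive read as strong as hits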
WT yeast gro inh mutant strain – further read-out of WT yeast gro inh, marked with its call; inhibition, %; mitochondrial fusion phenotypic screen, mutant strain inhibition
Insulin prom up cell count – further read-out of Insulin prom up, marked with its call; cell count; measured here: cytotoxicity, nuclei count;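 total cells summed across four imaged fields per well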
Lipid droplet cells 6.5 µM – recorded beside Lipid droplet, whose call it bears; cell count; measured here: cell count, cytotoxicity flag;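 cells counted across two imaged fields per well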
bCat nuc transl cell count 5 µM – further read-out of bCat nuc transl, marked with its call; cell count; measured here: cell count, cytotoxicity flag
T cell HTS vesicle-bound % – further read-out of T cell HTS, marked with its call; double positive events, %; measured here: CD8+ vesicle-bound cell fraction;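 binding gate set so that unloaded-vesicle control wells show 10% double positive cells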
MT stabilize HCS Hoechst-high % – also measured in MT stabilize HCS; calls as there; % Hoechst-high responders; measured here: nuclear condensation Hoechst responders;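 share of cells brighter than vehicle mean plus two SD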
MT stabilize HCS cytotoxicity % – further read-out of MT stabilize HCS, marked with its call; toxicity, %; measured here: cytotoxicity by cell density;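 0% = mean cell density of plate MIN control wells and 100% = no cells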
Autophagy HCS cell loss 18 h – further read-out of Autophagy HCS, marked with its call; toxicity, %; measured here: cell loss, nuclei count;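 cell loss after 18 h compound exposure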
Myeloid diff 2 GFP+ MAC1+ % – second read-out of Myeloid diff 2, no call of its own (marks repeat the call); GFP+ MAC1+ double positive, %; measured here: differentiation confirmed by MAC1 staining
An asterisk follows results filed as active; i = inactive; ? = inconclusive; . = no result given.

item	smiles	bCat nuc transl cell count 5 µM	Insulin prom up cell count	bCat nuc transl	T cell HTS	Insulin prom up	Myeloid diff 2 GFP+ MAC1+ %	WT yeast gro inh mutant strain	Lipid droplet	T cell HTS vesicle-bound %	WT yeast gro inh	MT stabilize HCS	Autophagy HCS cell loss 18 h	Lipid droplet cells 6.5 µM	MT stabilize HCS cytotoxicity %	Myeloid diff 2	MT stabilize HCS Hoechst-high %	West Nile virus CPE	Autophagy HCS
1	CCC1CCCCN1Cc1nc2c(c(=O)n(C)c(=O)n2C)n1CC(C)C (stereo unspecified)	1145	1852	-0.5	i	-0.46	3.6	.	-16	18	.	.	.	612	.	i	.	-0.1%	.
2	CCSc1nnc(-c2cc(Br)ccc2NC(C)=O)c(=O)[nH]1	1331	996	0.1	i	-0.1	1.2	.	-5	31	.	.	.	729	.	i	.	0.1%	.
3	Cc1ccccc1-n1nnnc1SCc1csc(-c2ccccc2)n1	1152	905	1.9	i	0.1	1.2	27	.	23	34	3.1	-4	.	7.5	i	2.0	-0.7%	i
4	COc1ccc(NS(=O)(=O)c2ccc(OCC(=O)N3CCOCC3)cc2)cc1	.	1147	.	i	0.32	0.5	3	.	33	4	3.2	5	.	7.8	i	1.7	-0.6%	i
5	COC(=O)CC1=NN(c2nc(C)cc(C)n2)C(=O)C1	1060	.	-0.3	i	.	0.2	-7	-86	31	-15	3.4	2	740	6.9	i	1.1	0.0%	i
6	CC(C)CNCC(=O)N1c2ccccc2Sc2ccccc21	.	.	.	i	.	1.0	-15	.	24	-20	3.8	-30	.	6.2	i	1.4	-0.2%	i
7	COc1ccc2c(C)cc(Sc3nnnn3-c3ccccc3)nc2c1	1034	1552	-0.7	i	-0.49	0.5	2	7	46	13	2.6	4	669	6.5	i	3.2	0.7%	i
8	O=C1CCc2cc(S(=O)(=O)N3CCN(C(=O)c4ccco4)CC3)ccc2N1	833	1582	-0.4	i	-0.28	0.7	-13	.	1	-6	6.8	-14	.	15	i	1.8	0.0%	i
9	CC(NC(=O)c1cccnc1)C(c1cccs1)N1CCN(c2ccccc2F)CC1 (stereo unspecified)	1300	1117	-0.7	i	-1.5	0.9	.	0	44	.	.	.	681	.	i	.	0.1%	.
10	O=C(Cn1ccc([N+](=O)[O-])n1)N1CCc2ccccc21	1055	1575	-1.4	i	0.67	0.3	3	-20	21	5	1.5	15	626	14	i	2.0	0.6%	i
11	CSc1ccccc1OCc1cc(C(=O)NCCn2nc(C)cc2C)no1	.	.	.	i	.	.	.	-14	28	.	.	.	822	.	?	.	0.5%	.
12	Cc1nnc(NC(=O)c2cccc(NC(=O)C(C)C)c2)s1	1389	1458	2.1	i	0.34	0.8	5	.	55	2	2.2	-6	.	5.4	i	1.6	-0.2%	i
13	CCCOc1ccc(-c2c(=O)n(OCc3ccc([N+](=O)[O-])cc3)c3ccccc3[n+]2[O-])cc1	1121	1388	0.1	i	-1.1	1.2	-8	-4	18	-1	5.2	22	643	7.2	i	1.7	-1.1%	i
14	COc1ccc2c(c1)c1ncn(CC3CCCO3)c(=O)c1n2C (stereo unspecified)	1250	1428	-1.9	i	0.02	0.2	.	9	38	.	.	.	681	.	i	.	0.1%	.
15	O=C(NCCCN1CCOCC1)c1cc(C(=O)C2CCCCC2)c[nH]1	1026	1165	2.9	i	0.24	0.1	9	0	36	-3	4.6	-9	695	7.9	i	3.7	-0.2%	i
16	COCCOC(=O)C1=C(C)NC(=O)NC1c1cccc2ccccc12 (stereo unspecified)	.	.	.	i	.	0.7	.	-4	57	.	.	.	748	.	i	.	-0.2%	.
17	CCOc1c(C(N)=O)c(-c2ccccc2)c2c(=O)[nH]c3ccccc3n12	892	.	-0.3	i	.	0.4	73	.	20	5	2.6	2	.	12	i	3.0	-0.2%	i
18	Cc1cc(C)cc(-n2c(=O)c3sccc3n(CC(=O)NCc3ccco3)c2=O)c1	863	1101*	-3.3	i	4.6*	1.2	11	.	44	19	1.5	1	.	7.2	i	1.3	0.1%	i
19	COc1ccc(OC)c(S(=O)(=O)NCc2nc3nc(C)cc(C)n3n2)c1	.	.	.	i	.	1.0	.	1	11	.	.	.	686	.	i	.	-0.3%	.
20	O=C(Nc1ccc(O)c2c(=O)cc(-c3ccccc3Cl)oc12)c1ccccc1Cl	.	1268	.	.	-1.2	2.2	-10	-30	.	11	2.9	-22	731	2.4	i	2.6	0.1%	i
21	O=C(NCCCNC(=O)c1cnccn1)c1ccc(Cl)c(Cl)c1	.	.	.	i	.	0.6	.	-17	19	.	.	.	832	.	i	.	-0.3%	.
22	COCCN(C(=O)CCC(=O)Nc1cc(C)on1)C(C(=O)NC(C)(C)C)c1ccccc1Cl (stereo unspecified)	.	.	.	i	.	2.6	.	-1	32	.	.	.	810	.	i	.	-0.4%	.
23	CC(=O)Cn1ncc(N2CCOCC2)c(Cl)c1=O	.	.	.	i	.	0.9	.	-17	54	.	.	.	796	.	i	.	-0.1%	.
24	CCC1(C(=O)c2ccc(Cl)cc2)C2c3ccccc3OC(=O)C21C(=O)Nc1ccccc1 (stereo unspecified)	1107	1408	-0.5	i	0.41	0.3	25	4	53	-12	1.5	-10	653	12	i	1.9	0.0%	i
25	COc1ccc(C2/C=C\CN(C(=O)Oc3ccccc3)CC(=O)N2Cc2ccc(F)cc2)cc1 (stereo unspecified)	1192	.	-1.6	.	.	0.4	.	17	.	.	.	.	744	.	i	.	-0.3%	.
26	O=C(COc1ccc(Cl)cc1Cl)Nc1ccc2nc3n(c(=O)c2c1)CCCC3	894	1497	-2.6	i	0.06	0.6	.	.	11	.	3.8	-8	.	10	i	2.1	0.2%	i
27	COc1ccc(C)cc1NC(=O)CNC(C)C(=O)Nc1cc(Cl)ccc1Cl (stereo unspecified)	1038	.	-5.0	i	.	1.4	-17	3	29	-4	4.4	-1	711	12	i	2.1	-1.5%	i
28	COc1ccc(/C=N/NC(=O)c2ccoc2C)cc1COc1ccc(Cl)cc1	1187	1291	-1.7	i	1.1	0.3	16	15	32	0	2.1	1	762	12	i	1.1	1.6%	i
29	COC(=O)Cc1cc(=O)n2[nH]c(C)cc2n1	1222	925	-2.3	i	-0.03	0.5	5	6	42	12	1.0	1	783	6.2	i	1.5	0.0%	i
30	S=c1[nH]nc(COc2ccccc2)n1/N=C/c1ccc(Cl)cc1	.	.	.	i	.	0.6	.	-3	27	.	.	.	771	.	i	.	-0.1%	.
31	COC(=O)[C@@H](NC(=O)O[C@@H]1C(=O)c2ccc(OC)cc2O[C@H]1c1cccc(C(F)(F)F)c1)C(C)C	.	1245	.	i	-0.93	.	-2	-4	28	34	3.1	-5	770	8.4	.	1.3	.	i
32	Cc1ccc(C2CC2c2n[nH]c(=S)n2-c2cccc(Cl)c2)cc1 (stereo unspecified)	599	1327	-1.2	i	0.4	0.5	-9	-2	24	34	2.8	0	629	1.6	i	3.3	-1.0%	i
33	CN(c1ccc(C(=O)Nc2ccc3c(c2)OCO3)cc1)S(C)(=O)=O	1282	1078	-1.3	i	-0.48	0.8	.	-1	18	.	.	.	757	.	i	.	0.2%	.
34	O=C(C[n+]1ccc(-c2nnc3n2CCC3)cc1)c1ccc(Cl)cc1	1068	1419	-0.5	i	-0.1	0.6	21	8	56	-4	1.1	-9	680	11	i	2.0	0.4%	i

Another view of some results above.
Sequence of screens – bCat nuc transl cell count 5 µM	Insulin prom up cell count	bCat nuc transl	T cell HTS	Insulin prom up	Myeloid diff 2 GFP+ MAC1+ %	WT yeast gro inh mutant strain	Lipid droplet	T cell HTS vesicle-bound %	WT yeast gro inh	MT stabilize HCS	Autophagy HCS cell loss 18 h	Lipid droplet cells 6.5 µM	MT stabilize HCS cytotoxicity %	Myeloid diff 2	MT stabilize HCS Hoechst-high %	West Nile virus CPE	Autophagy HCS
18: Cc1cc(C)cc(-n2c(=O)c3sccc3n(CC(=O)NCc3ccco3)c2=O)c1
→ 863	1101*	-3.3	i	4.6*	1.2	11	.	44	19	1.5	1	.	7.2	i	1.3	0.1%	i
19: COc1ccc(OC)c(S(=O)(=O)NCc2nc3nc(C)cc(C)n3n2)c1
→ .	.	.	i	.	1.0	.	1	11	.	.	.	686	.	i	.	-0.3%	.
